ATXN2 expr inh: reduces ATXN2 reporter expression in HEK-293 cells. AID 1745845. 360,000 tested, 0.72% active. Potency, µM (highest dose often 57 µM), for the others: at the highest dose activity change, negative = inhibition, actives largely listed as inhibitors. HEK-293 ATXN2-luciferase reporter, luminescence, 24 h; also: potency is read from the fitted curve at half-maximal effect; % is scaled to controls: 0 for no effect and ±100 for the full control effect; nearly all actives have a fitted effect of over 55% in size
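qHTS (up to 57 uM final) was run with 24 h compound exposure of reporter cells at 37 °C. Each well was multiplexed: SteadyGlo luminescence measured ATXN2-luciferase expression after a fluorogenic Gly-Phe-AFC viability readout (25 uM final).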
MCF10A rerep: inducers of DNA re-replication in MCF 10A breast cells. Potency, µM (series often up to 46.1 µM), for inactives: at the top dose activity, positive = re-replication, hits mostly activators. AID 624296. MCF 10A DNA re-replication, Hoechst nuclear intensity, 48 h. 350,000 tested, 2.9% active; also: potency is read from the fitted curve at half-maximal effect; % of control where 0% means no effect; nearly all actives have a fitted effect of over 50% in size
HT1080-NT tox: kills 2HG-producing HT-1080-NT fibrosarcoma cells | Potency, µM (highest dose often 46.1 µM), for inactives: at the top dose activity, negative = less viability, hits mostly cytotoxic | HT-1080-NT fibrosarcoma viability, CellTiter-Glo ATP luminescence, 48 h | 360,000 tested, 1.6% active;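 also: NT is the 2HG producing partner of a matched IDH1 knockdown line; potency is read from the fitted curve at half-maximal effect; 0% = DMSO-treated cells and -100% = media-only wells without cells; nearly all actives have a fitted effect of over 55% in size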
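HT-1080-NT fibrosarcoma cells (2HG-overproducing), 750 cells/well in RPMI with 5% FBS, dosed after 2 h and incubated 48 h at 37C. CellTiter-Glo luminescence normalized to DMSO and no-cell wells; concentration-response curves fitted and classed.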
S2 tox: viability counter-screen for ATXN expression inhibitors; S2 cells (HEK-293 line with an ATXN2-luciferase reporter) viability, CellTiter-Fluor protease fluorescence, 24 h; Potency, µM (highest dose often 56.7 µM), usual class: cytotoxic; 400,000 tested, 0.49% active; also: potency is read from the fitted curve at half-maximal effect; nearly all actives have a fitted effect of over 40% in size
HT1080 IDH1KD tx: HT-1080 IDH1 knockdown cell toxicity (counter line); HT-1080 IDH1 knockdown viability, ATP luminescence, 48 h; Potency, µM (highest dose often 46.1 µM), inactives show top-dose activity, negative = toxicity, actives largely listed as cytotoxic; 360,000 tested, 2% active;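 also: potency is read from the fitted curve at half-maximal effect; 0% = DMSO wells and -100% = cell-free medium wells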
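% activity derives from luminescence (CellTiter-Glo), normalised to DMSO and no-cell wells. HT-1080-IDH1KD cells, 750/well, had 48 h compound exposure at 37 °C.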
SW480 rereplic: DNA re-replication induction in SW480 cells; SW480 DNA re-replication, Hoechst DNA content imaging, 48 h; Potency, µM (top dose mostly 46.1 µM), inactives show at the top dose re-replication activation, most hits filed as activators; AID 624297; 340,000 tested, 1.8% active; also: potency is read from the fitted curve at half-maximal effect; % of control where 0% means no effect; nearly all actives have a fitted effect of over 55% in size
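Quantitative HTS format with DMSO vehicle controls; 48 hr drug incubation at 37 C, then 40 min Hoechst staining and scanning imager measurement at 405 nm excitation.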
KB-V1 MDR tox: KB-V1 MDR subline cytotoxicity. 400,000 tested, 3.4% active. KB-V1 MDR cells viability, CellTiter-Glo, 72 h. AID 1347076. Potency, µM (doses to about 46.1 µM), without a hit: at the highest dose activity change, negative = cytotoxicity, usual class: cytotoxic; also: potency is read from the fitted curve at half-maximal effect; % is scaled to controls: 0 for no effect and ±100 for the full control effect; nearly all actives have a fitted effect of over 60% in size
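In this primary screen, KB-V1 cells overexpressing P-gp are incubated with library compounds (lowest to highest concentration) for 72 h at 37 degrees C before a luminescent ATP viability read.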
KB-3-1 tox: KB-3-1 parental cell cytotoxicity. KB-3-1 viability, CellTiter-Glo ATP luminescence, 72 h. Potency, µM (highest dose often 46.1 µM), inactives show at the top dose activity change, negative = cytotoxic, actives largely listed as cytotoxic. 400,000 tested, 1.4% active; also: potency is read from the fitted curve at half-maximal effect; % is scaled to controls: 0 for no effect and ±100 for the full control effect; nearly all actives have a fitted effect of over 60% in size
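KB-3-1 parental drug-naive adenocarcinoma cells in DMEM/10% FBS, incubated 72 h at 37 C with pin-transferred compounds across a concentration series. Viability by CellTiter-Glo luminescence; concentration-response curves fitted after normalization.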
IL-1B inflam inh: blocks inflammasome-driven IL-1 beta release. THP-1 LPS/ATP IL-1B secretion, AlphaLISA, 16 h; stronger effect = lower value. activity change, % at 57.5 µM. 360,000 tested, 4.7% active. AID 743279; in the data active = activity change below about -50%; inconclusive = mostly about -30% to -49%; also: % is scaled to controls: 0 for no effect and ±100 for the full control effect
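Secreted IL-1B measured by AlphaLISA bead assay after 16 h compound exposure of THP-1 cells; compounds (final up to 57.5 uM) added 1 h before LPS (250 ng/mL) and ATP (1.25 mM) stimulation; lower signal means less secretion.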
Active calls of the source: *; i = inactive; ? = inconclusive; . = no result given; & = joins results of further samples; [ ] = dose if it differs, or a comment. Unless noted, calls follow the shape of the dose curve; as a rule, active = well fitted curve in the direction sought with a large enough effect; inconclusive = small, poorly fitted or top-dose-only effect, or another doubt; inactive = no such curve, though single readings can be large; an effect the other way counts as inactive or inconclusive. Compounds as they come, and some 11% of all compounds hit somewhere here.

#	mol	ATXN2 expr inh	MCF10A rerep	HT1080-NT tox	S2 tox	HT1080 IDH1KD tx	SW480 rereplic	KB-V1 MDR tox	KB-3-1 tox	IL-1B inflam inh
1	O=C(COc1ccccc1)OCC(=O)c1ccc(S(=O)(=O)N2CCCCC2)cc1	.	1%	5%	i	14%	-1%	3%	7%	27
2	Nc1c(C(=O)N2CCOCC2)oc2ccccc12	.	2%	9%	i	1%	-3%	?	1%	-3
3	COc1ccc(NC(=O)Cn2nnc(C(=O)NCc3cccs3)c2N)c(OC)c1	-18%	35%	?	i	?	?	5%	-24%	24
4	CC(O)CN(Cc1ccc(Cl)cc1)CC(C)O (stereo not drawn)	5%	4%	7%	i	0%	3%	-4%	-2%	-2
5	Cc1cccc(NC(=O)CN2C(=O)N/C(=C/c3cc(C)n(-c4cccnc4)c3C)C2=O)c1	-19%	5%	-8%	i	-7%	21%	5%	5%	14
6	CSCCC(NC(=O)c1cccc(S(=O)(=O)N2CCOCC2)c1)c1nc2ccccc2[nH]1 (stereo not drawn)	-16%	-5%	-1%	i	0%	-3%	6%	2%	0
7	CCn1nc(C(=O)N2CCc3ccccc32)c2ccccc2c1=O	-2%	?	0%	i	-3%	-7%	.	.	30
8	CCCn1c(-c2ccc[nH]c2=O)nc2cc(C)c(C)cc21	2%	1%	0%	i	0%	2%	-3%	8%	4
9	COc1ccc(C(CNC(=O)c2cccc(S(=O)(=O)Nc3ccc(F)cc3)c2)N2CCOCC2)cc1 (stereo not drawn)	8%	-3%	-3%	i	1%	-6%	4%	-12%	13
10	COc1ccccc1CN1C(=O)[C@@H]2Cc3c([nH]c4ccccc34)C(C)(C)N2C1=O	?	27%	.	?	.	-3%	21µM*	?	.
11	Cc1cccc(NC(=O)CCN2CCN(C)CC2)c1	12%	9%	-13%	i	-4%	-3%	11%	6%	5
12	COC(=O)c1cc(NC(=O)CC2C(=O)NCCN2C(=O)c2ccc(F)cc2)cc(C(=O)OC)c1 (stereo not drawn)	0%	0%	-1%	i	-6%	1%	11%	1%	-2
13	Cc1c(NC(=O)c2ccccc2)cc(C(C)C)c(O)c1S(=O)(=O)c1ccc(Cl)cc1	7%	.	.	i	.	.	-14%	-2%	.
14	Cc1oc(S(=O)(=O)N2CCOCC2)cc1C(=O)Nc1ccc(F)cc1	-13%	4%	4%	i	1%	?	?	0%	7
15	CCOc1ccc(CCNC(=O)Cn2nc(C)n3cccc3c2=O)cc1OCC	.	4%	5%	i	0%	-6%	6%	-8%	0
16	Cc1cc(C)n(C(=O)C2CCCN2S(=O)(=O)c2ccc(Cl)cc2)n1 (stereo not drawn)	0%	-3%	1%	i	3%	0%	0%	0%	13
17	CC1(C(=O)Nc2ccc3c(c2)OCCO3)CCN1Cc1ccccc1OC(F)F (stereo not drawn)	-8%	.	5%	i	2%	.	?	0%	10
18	Cc1ccc(CNC(=O)c2ccc(N3CCC4(CC3)CC(c3cccc(Br)c3)=NO4)c(NC(=O)c3ccccc3)c2)cc1	-1%	6%	1%	i	0%	-4%	-4%	-7%	-3
19	COc1cc2oc(=O)cc(CN3CCN(c4ccccc4F)CC3)c2cc1Cl	1%	.	20%	i	23%	.	8%	0%	14
20	CC(C)CC(=O)C(=O)O	12%&3%	-7%&-8%	?	i	13%&-4%	5%&-67%	9%&14%	0%&0%	13&-6
21	CCOC(=O)N1CCN(C(=O)CCCn2c(=S)[nH]c3ccccc3c2=O)CC1	-4%	-8%	18%	i	21%	-6%	-6%	-1%	-23
22	O=C(CN1C(=O)C2CCCCC2C1=O)Nc1cc(C(F)(F)F)ccc1N1CCCC1 (stereo not drawn)	-2%	4%	-13%	i	-4%	20%	3%	-2%	10
23	Cc1ccccc1-c1c(C)oc2cc(O)ccc2c1=O	-2%	3%	-19%	i	-2%[9.24 µM]	-3%	-32%	6%	14
24	CSc1cccc(N2CC(C(=O)NCCC3=CCCCC3)CC2=O)c1 (stereo not drawn)	21%	4%	12%	i	2%	-4%	-30%	-9%	-2
25	O=C(COC(=O)c1cccc(S(=O)(=O)N2CCOCC2)c1)NCCc1ccccc1	3%	3%	5%	i	11%	-7%	-10%	6%	5
26	COc1ccc(S(=O)(=O)N2CCN(CC(=O)Nc3cc(Cl)ccc3Cl)CC2)cc1	-1%	-2%	-8%	i	6%	-4%	?	-1%	5
27	C[C@H](CO)N1C[C@H](C)[C@H](CN(C)C(=O)Nc2ccnc(N3CCOCC3)c2)OCc2cnnn2CCCC1=O	12%	.	7%	i	1%	.	-27%	5%	32
28	COCCNC(=O)c1ccc2c(c1)N(Cc1ccc(C(F)(F)F)cc1)C(=O)c1ccccc1S2	?	.	.	i	.	.	?	?	.
29	CCOC(=O)Cn1nc(C)c(NC(=O)CCc2ccc(OC)cc2)c1C	-1%[11.3 µM]	-3%	14%	i	12%	-5%	0%	17%	27
30	C[n+]1ccn(CC(=O)c2ccc(Cl)cc2)c1	0%	-9%	3%	i	8%	.	-3%	5%	0
31	Brc1ccccc1OCCN1CCOCC1	1%	2%	24%	?	16%	0%	-5%	3%	1
32	CCOC(=O)C1(Cc2cccc(OC)c2)CCN(Cc2cccc(OC)c2O)CC1	-17%	?	?	i	?	20%	5.2µM*	?	?
33	COC(=O)NC(=S)Nc1ccc(Oc2ccc(Cl)cc2Cl)c(Cl)c1	-30%	?	16µM*	?	21µM*	?	?	15µM*	48
34	COC(=O)c1cccc(NC(=O)CSc2nnc(C3CC3)n2C)c1	-8%	-3%	23%	i	15%	-3%	-9%	14%	-5
35	COC(=O)C(C)Sc1nc2c(cnn2-c2ccccc2)c(=O)[nH]1 (stereo not drawn)	-13%	0%	-1%	i	-3%	-2%	13%	?	-6
36	Cn1nnc(NC(=O)c2ccc([N+](=O)[O-])cc2Cl)n1	-7%[11.3 µM]	-6%	5%	i	-4%	-2%	-3%	2%	-1
37	CCOc1ccc(S(=O)(=O)N(C)CC(=O)NC2CCCC2)cc1	5%	0%	3%	i	12%	-6%	-11%	-4%	0
38	O=C(CNS(=O)(=O)c1ccccc1)NCC(=O)OCc1ccc(C(=O)c2ccccc2)cc1	0%	11%	7%	i	4%	-8%	0%	10%	-12
39	COc1ccc(-n2nnnc2SC(C)C(=O)NCC(=O)Nc2ccc(F)c(F)c2F)cc1 (stereo not drawn)	-17%[11.3 µM]	-2%	-5%	i	-4%	1%	?	-1%	7
40	COc1cccc(CNc2nccn(-c3cc(C)cc(C)c3)c2=O)c1	10%	.	.	i	.	.	?	7%	.
41	CCn1cc(C(=O)N[C@H](C(=O)NC(C)(C)CO)C(C)C)c(=O)c2cc3c(cc21)OCO3	-15%	?	1%	i	5%	?	-7%	-7%	20
42	CC(=O)C1=C(NC(=O)c2ccc(F)cc2)CC2C1C2(C)C (stereo not drawn)	6%	?	0%	i	-1%	2%	-3%	0%	13
43	COc1ccc(O)c(C(=O)c2cc(C#N)c(=O)n(CCN3CCOCC3)c2)c1	7%	3%	23%	i	11%	-5%	-3%	6%	21
44	COc1ccc(C(=O)Nc2ccc(N3CCC(C)CC3)cc2)cc1Br	1%	-4%	?	i	?	-1%	8%	9%	-13
45	COc1ccc(CC(=O)Nc2nc(C(C)(C)C)cs2)cc1	-9%	?	-10%	i	-17%	?	?	-28%	-108*
46	C1CCc2c(nc3nnnn3c2N2CCOCC2)C1	2%	?	10%	i	15%	-4%	-8%	1%	25
47	NNC(=O)c1cccc(S(=O)(=O)Nc2cccc(C(F)(F)F)c2)c1	.	0%	-16%	i	-3%	-12%	-5%	2%	8
48	O=C(COc1ncnc2sccc12)Nc1cccc(S(=O)(=O)N2CCOCC2)c1	9%	-4%	3%	i	6%	-3%	-11%	3%	16
49	CCOC(=O)Cc1c(C)nc2c(-c3ccc(Cl)cc3)c(C)nn2c1C	-13%	23µM*	-14%	.	2%	?	?	3%	-84*
50	CNC(=S)NNC(=O)c1ccccc1F	.	2%	19%	i	22%	-16%	-15%	-1%	0

Next section:
#	mol	ATXN2 expr inh	MCF10A rerep	HT1080-NT tox	S2 tox	HT1080 IDH1KD tx	SW480 rereplic	KB-V1 MDR tox	KB-3-1 tox	IL-1B inflam inh
51	COc1ccc(CCNC(=O)CN2C(=O)c3ccccc3C2=O)cc1	9%	-8%	1%	i	10%	-2%	8%	-4%	-1
52	CCN1CCN(c2ncc(C(=O)Nc3cc(Cl)c(OC)cc3OC)c3ccccc23)CC1	-22%	-2%	-2%	?	0%	-6%	-12%	-29%	-12
53	CN(C(=O)C1CCOC1)c1nnc(-c2ccccn2)s1 (stereo not drawn)	23%	-7%	24%	i	16%	?	6%	17%	-1
54	N#C/C(=C\c1cn(Cc2ccccc2F)c2ccccc12)C(=O)NCc1ccco1	-21%	18µM*	-3%	i	-3%	30%	-1%	1%	-2
55	Cc1ccc(N(CC(=O)NCCSCc2ccco2)S(=O)(=O)c2ccc(C)cc2)cc1	7%	4%	-5%	i	-20%	5%	?	0%	-2
56	O=[N+]([O-])c1ccc(C(=Nc2cccc3ccccc23)N2CCOCC2)cc1	-24%	-184%[0.0737 µM]	-13%	i	-29%	-3%	-3%	?	-23
57	CC(NC(=O)CCCc1ccccc1)c1ccncc1 (stereo not drawn)	6%	-1%	-2%	i	-2%	-107%[inhibitor]	1%	-19%	9
58	CCC(=O)Nc1cccc(NC(=O)CSc2nc3c(c(=O)n(C)c(=O)n3C)n2C)c1	-8%	0%	1%	i	1%	-13%	4%	2%	36
59	Cc1ccccc1SCC(=O)NC1CCOC1=O (stereo not drawn)	-7%	6%	1%	i	4%	-2%	23%	7%	8
60	CCCCC1Cc2[nH][nH]c(=O)c2C(c2ccc(F)cc2)O1 (stereo not drawn)	0%	.	?	?	26µM*	.	-15%	4%	-2
